PTAP TSG101 blk – blocks PTAP/TSG101 interaction to inhibit HIV-1 budding; Q99816; Fluorescence polarization, FITC-PTAP peptide / Tsg101 binding; Potency, µM (highest dose often 115 µM), for inactives: top-dose activity change, negative = inhibition, actives largely listed as inhibitors; 340,000 tested, under 10 active; AID 493005; active means well fitted inhibition curve with a large enough effect in the main read-out, with a control signal flat, not every such curve was filed as active; inconclusive means small, poorly fitted or top-dose-only effect, or effect the other way, or a change in a side signal; inactive means no such curve, though single readings can be large or run the other way; further: potency means the concentration at half of the fitted maximal effect; % of control where 0% means no effect
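Fluorescence anisotropy tracks displacement of a FITC-tagged PTAP peptide (50 nM) from the Tsg101 binding domain (10 uM), following a 20 min room-temperature incubation at pH 7.5.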
Tb PFK block – inhibitors of T. brucei phosphofructokinase; Potency, µM (doses to about 57.5 µM), inactives show at the top dose activity, negative = inhibition, hits mostly inhibitors; T. brucei PFK, ADP-Glo luminescence; O15648; AID 485367; hit rate 0.17% among 330,000;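 further: potency means the concentration at half of the fitted maximal effect; 0% = uninhibited 1x PFK enzyme wells and -100% = no-enzyme wells; nearly all actives have a fitted effect of over 60% in size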
Target sequence (O15648 whole entry, looked up): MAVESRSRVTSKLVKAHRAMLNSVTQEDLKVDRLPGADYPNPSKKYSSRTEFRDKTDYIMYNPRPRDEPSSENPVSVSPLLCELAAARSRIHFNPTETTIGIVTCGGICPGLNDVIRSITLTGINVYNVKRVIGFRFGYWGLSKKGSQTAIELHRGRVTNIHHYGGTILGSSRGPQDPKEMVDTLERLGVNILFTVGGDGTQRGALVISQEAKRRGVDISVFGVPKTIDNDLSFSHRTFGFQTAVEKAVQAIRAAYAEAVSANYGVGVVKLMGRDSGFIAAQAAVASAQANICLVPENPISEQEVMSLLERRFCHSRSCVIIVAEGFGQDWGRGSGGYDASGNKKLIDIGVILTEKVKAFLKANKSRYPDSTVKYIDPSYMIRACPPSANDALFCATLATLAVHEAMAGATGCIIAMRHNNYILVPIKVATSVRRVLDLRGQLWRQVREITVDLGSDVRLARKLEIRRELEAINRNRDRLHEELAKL
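PFK 1.25 nM, F6P 0.5 mM, ATP 0.1 mM, 0.1 M TEA pH 8.0, 5 mM MgCl2, 0.01% Tween20, 0.1% BSA; 45 min RT. ADP-Glo readout. qHTS titration up to 57 uM; curves fitted, compounds curve-classed.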
Integrin act MD – activates integrin-mediated alleviation for muscular dystrophy; alpha7betagal myoblasts, beta-gal FDG fluorescence, 48 h; AID 624291; hit rate 0.064% among 350,000; Potency, µM (top dose mostly 38.3 µM), for inactives: at the top dose activation, actives largely listed as activators;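 further: potency means the concentration at half of the fitted maximal effect; 100% = response of the positive control SU9516; nearly all actives have a fitted effect of over 60% in size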
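alpha7betagal+/- myoblasts (passage 13, 250/well) treated 48 h at 37C with compounds at 1:260 dilution of DMSO stock. Lysed, then beta-galactosidase activity read as FDG fluorescence (ex 480/em 540) after 30 min, with pre-read for autofluorescence.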
ELG1 DNA repair – inhibitors of ELG1-dependent DNA repair in HEK293T cells; HEK293T ELG1-luciferase reporter, luminescence, 16 h; DNA damage induced by 5-fluorouridine; Potency, µM (highest dose often 46.1 µM), for inactives: at the top dose activity change, negative = inhibition, hits mostly inhibitors; hit rate 2.3% among 330,000; further: potency means the concentration at half of the fitted maximal effect; on the % scale 0 is the no-effect control and ±100 the full control effect; nearly all actives have a fitted effect of over 55% in size
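Step one: seed 2,000 cells per well. Step two: pin-transfer compound or DMSO alongside 5-fluorouridine. Step three: incubate 16 hr, 37 °C, 5% CO2. Step four: add ONE-Glo, wait 30 min, read luminescence.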
TCR activator – activates T cell receptor signaling; primary human leukocytes, anti-CD3, IL-2 HTRF, 48 h; Potency, µM (titrated, usually from 9.22 µM), without a hit: at the top dose activation of IL-2 secretion, usual class: activators; 330,000 tested, under 10 active; AID 504894; further: % of control where 0% means no effect
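Readout: HTRF IL-2, Eu-cryptate/d2 antibody pair, 320nm excitation, 665nm emission. Stimulus: a-CD3 beads, no co-stimulation. Cells: primary human leukocytes. Exposure: 48 hr with compound.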
AT treatment – potential ataxia-telangiectasia treatment; Potency, µM (titrated, usually from 57.5 µM), for the others: top-dose activation, usual class: activators; […] A-T fibroblasts, KAP-1 phosphorylation AlphaLISA; neocarzinostatin DNA damage 30 min before lysis; hit rate 0.19% among 320,000; further: potency means the concentration at half of the fitted maximal effect; % of control where 0% means no effect; nearly all actives have a fitted effect of over 45% in size
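ATM-like activity read as KAP-1 phosphorylation via AlphaLISA donor/acceptor antibody pairs after lysis and 6 hr at 25C. Cells were ATM-null patient fibroblasts ([…], hTERT), dosed 60 min, then exposed to the DSB inducer NCS for 30 min.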
Chronic BCR inh – chronic active BCR signaling inhibition. ABC-DLBCL IkBa-CBG/CBR reporter, luminescence ratio, 4 h. Potency, µM (highest dose often 46.1 µM), for the others: at the highest dose ratio change, negative = lower green/red ratio, most hits filed as inhibitors. hit rate 0.05% among 340,000. AID 493014; active means well fitted inhibition curve with a large enough effect in the signal ratio, with a control signal flat, not every such curve was filed as active; inconclusive means small, poorly fitted or top-dose-only effect, or effect the other way, or a change in a side signal; the % refers to the signal ratio;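 further: potency means the concentration at half of the fitted maximal effect; plate controls were basal doxycycline-induced cells for no effect and cells given 10 µM MG132 for full effect; MG132 reads +100%, hits lower the ratio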
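Concentration-response series (up to 46 uM) were applied to TMD8 dual-reporter cells for 4 h at 37C with doxycycline. Green/red ratio, after filter-overlap correction, defined %Activity; red signal alone was normalised to basal cells and zero luminescence.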
Mito fusion yeast – mitochondrial division inhibition or fusion activation; S. cerevisiae fusion-defective mutant growth rescue, CellTiterGlo 48 h; Potency, µM (doses to about 46.1 µM), inactives show top-dose growth rescue (activation), hits mostly activators; hit rate 0.23% among 320,000; AID 485298;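 further: potency means the concentration at half of the fitted maximal effect; % of control where 0% means no effect; nearly all actives have a fitted effect of over 45% in size; temperature-sensitive fusion mutants such as fzo1-1 at 37 °C on non-fermentable ethanol glycerol medium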
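Yeast fusion mutant, YPEG (non-fermentable carbon), compound, 48 h at 37C non-permissive; CellTiterGlo added, 10 min RT, luminescence read. Rescued growth = division inhibition.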
Eya2 phos inh – Eya2 (human) phosphatase inhibition; hit rate 0.006% among 330,000; O00167; Potency, µM (top dose mostly 76.9 µM), inactives show at the highest dose activity, negative = inhibition, actives largely listed as inhibitors; AID 488837; recombinant Eya2, OMFP fluorescence dephosphorylation (OMFP is methylfluorescein phosphate); further: potency means the concentration at half of the fitted maximal effect; on the % scale 0 is the no-effect control and ±100 the full control effect
Target sequence (O00167 whole entry, looked up): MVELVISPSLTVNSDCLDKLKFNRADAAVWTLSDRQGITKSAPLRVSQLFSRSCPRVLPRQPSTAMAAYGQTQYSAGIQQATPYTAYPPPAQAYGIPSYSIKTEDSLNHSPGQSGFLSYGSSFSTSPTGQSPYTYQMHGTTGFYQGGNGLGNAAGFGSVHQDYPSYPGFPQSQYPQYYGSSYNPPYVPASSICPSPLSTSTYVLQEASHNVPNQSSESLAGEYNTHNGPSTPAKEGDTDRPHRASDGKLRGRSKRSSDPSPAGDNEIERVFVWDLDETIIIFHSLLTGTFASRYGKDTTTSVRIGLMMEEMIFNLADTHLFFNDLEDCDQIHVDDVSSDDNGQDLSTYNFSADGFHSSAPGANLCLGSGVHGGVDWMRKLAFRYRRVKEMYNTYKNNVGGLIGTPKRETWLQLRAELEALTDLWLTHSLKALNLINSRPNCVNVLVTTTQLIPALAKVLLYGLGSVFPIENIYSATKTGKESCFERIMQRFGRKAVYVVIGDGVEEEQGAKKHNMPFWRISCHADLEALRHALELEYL
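Eya2 protein (added as 0.2 uM solution) was preincubated with compound for 10 min at ambient temperature in 50 mM HEPES pH 7.5, 50 mM NaCl, 5 uM MgCl2, 0.05% BSA, 1 mM DTT. OMFP (added at 50 uM) then reacted 10 min; fluorescence read at 485/525 nm.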
TSHR antag – human thyrotropin receptor antagonism. P16473. TSHR-expressing cells, TSH-stimulated cAMP HTRF, 2 h; active compounds read low. hit rate 0.2% among 330,000. activity change, negative = inhibition, % at 11.5 µM. AID 504810;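 active means activity change below a set negative limit, meaning inhibition stronger than a set level, cut at about -70% in these data; inconclusive means activity change between two set negative limits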; further: on the % scale 0 is the no-effect control and ±100 the full control effect
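TSHR-expressing cells, 200/well, pre-treated with compound, then stimulated with EC80 TSH (4nM final) for 2 hours at 37 deg C. cAMP measured by competitive HTRF: anti-cAMP cryptate antibody in lysis buffer plus cAMP-d2, read after 30 minutes at room temperature.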
S-ASM inh – blocks human secretory acid sphingomyelinase. P17405. placental ASM, HMU-PC fluorogenic substrate, 60 min. Potency, µM (series often up to 57.5 µM), without a hit: top-dose activity change, negative = inhibition, most hits filed as inhibitors. hit rate 0.006% among 340,000; further: potency means the concentration at half of the fitted maximal effect
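Human placenta-derived ASM preincubated with compound 10 min at room temperature, then reacted with 9 uM (final) fluorogenic HMU-PC substrate for 60 min at 37 C. Stop solution raises pH to 10; fluorescence read at Ex 386/Em 447 nm.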
Starred values were filed as active, the others as inactive; u = inconclusive; x = not tested or not shown; [ ] = another dose, or the depositor's remark. Unless noted, the call rests on the fitted dose curve; in most records, active means well fitted curve in the direction sought with a large enough effect; inconclusive means small, poorly fitted or top-dose-only effect, or another doubt; inactive means no such curve, though single readings can be large; an effect the other way counts as inactive or inconclusive.

SMILES	PTAP TSG101 blk	Tb PFK block	Integrin act MD	ELG1 DNA repair	TCR activator	AT treatment	Chronic BCR inh	Mito fusion yeast	Eya2 phos inh	TSHR antag	S-ASM inh
O=C1NC2(CCCC2)Oc2ccccc21	-2%	3%	-1%	11%	-3%	2%	-14%	-1%[9.22 µM]	u	2	1%
COc1c(Cl)cnn(-c2ccccc2)c1=O	-2%	0%	-25%	19%	-1%[46.1 µM]	-9%	u	-18%	-14%	-1	3%
Cc1cccc(CSc2nnc(-c3ccccn3)n2N)c1	-5%	0%	-12%	u	3%	7%	-5%	3%	-9%	1	-1%
CCOC(=O)c1ccc(NC(=O)CN2C(=O)CNC2=O)cc1	-4%	8%	14%	u	4%[46.1 µM]	-2%	-1%	-1%	-18%	11	-3%
Cc1ccnn1-c1ccc(C(=O)NCC(c2ccco2)N2CCCC2)cc1 (centres undefined)	0%	1%	-6%	6%	-21%	3%	11%	-4%	-10%	11	5%
CCN(CC)S(=O)(=O)c1ccc(C)c(NC(=O)/C=C/c2cccs2)c1	-3%	-9%	-42%[inhibitor]	16µM*	-3%[46.1 µM]	-6%	-3%	21%	-1%	-17	0%
Cc1cccc(C)c1NC(=O)COC(=O)CCC(=O)c1cccs1	-2%	-2%	-8%	8%	-3%	-1%	-8%	1%	-12%	11	0%
CC(C)Cc1cc(C(=O)Nc2cccnc2)no1	3%	1%	23%	u	0%	-1%	u	-2%	-4%	6	0%
O=C(C[n+]1cccc(O)c1)NCc1ccc(Cl)cc1	-7%	-7%	26%	9%	-1%	4%	1%	3%	3%	-7	-1%
COc1ccccc1CN1CC(C(=O)NCc2ccc(C)c(F)c2)CCC1=O (centres undefined)	1%	5%	-8%	3%	6%	5%	-1%	3%	10%	12	-3%
O=C(O)c1cccnc1Sc1ccccc1Cl	-3%	-2%	-29%	12%	1%	-3%	-6%	-6%	1%	2	4%
COC(=O)C1CN(C(=O)COc2ccc(C)cc2)c2ccccc2O1 (centres undefined)	-3%	-1%	-16%	9%	0%	-9%	3%	8%	-5%	-3	2%
COc1cc(C(=O)OCC(=O)NC(N)=O)cc(CN2C(=O)c3ccccc3C2=O)c1OC	-1%	1%	17%	-12%	4%	16%	1%	1%	10%	2	0%
CC(C)Oc1cccc(C(=O)C2CCCN(C(=O)c3ccnn3C)C2)c1 (centres undefined)	-3%	0%	9%	u	-4%	7%	15%	7%	-1%	-5	3%
COc1ccc(C(=O)NCc2ccccc2C)cc1S(=O)(=O)NC1CCCC1	-2%	1%	24%	6%	-5%	21%	u	x	-23%	8	0%
CCn1c2ccccc2c2cc(NC(=O)c3cccc(OC)c3OC)ccc21	0%	-2%	-50%[inhibitor]	15µM*	-2%[46.1 µM]	2%	u	u	-3%	-5	0%
Cc1ccc(SCC(=O)NCCC2=CCCCC2)cc1	-11%	-3%	5%	u	0%	8%	11%	7%	6%	-19	0%
COc1ccc(-c2ccnc(SCC(=O)N3CCN(c4ccccc4)CC3)n2)cc1	-2%	1%	36%	10%	-8%	2%	-4%	-18%	6%	1	-1%
N#CC1(NC(=O)CN2C(=O)NC(c3ccccc3)(c3ccccc3)C2=O)CCCC1	0%	3%	28%	13%	-5%	4%	6%	-3%	0%	-2	0%
CC(C)c1nnc(NC(=O)Cc2ccccc2[N+](=O)[O-])s1	-1%	1%	-25%	u	2%[46.1 µM]	11%	-6%	0%	-1%	3	0%
O=C(O)c1ccc(CSc2nnc(-c3ccccc3)n2-c2ccccc2)cc1	-1%	-3%	15%	8%	4%	4%	8%	3%	9%	2	-1%
[O-]/[N+](=C\c1ccccc1)c1ccc(Br)cc1	0%	-19%	-13%	u	-21%	26%	6%	1%	-26%	29	-1%
Cn1c(SCC(N)=O)nnc1-c1cnccn1	-3%	-17%	-7%	12%	2%	19%	1%	2%	-3%	9	5%
CCC(=O)c1ccc2ncccc2c1	-2%	1%	16%	14%	8%[46.1 µM]	2%	-1%	-2%	2%	1	5%
CN1CCN(C(=O)CN(C2CCCCC2)S(=O)(=O)c2ccc(Br)cc2)CC1	-1%	1%	0%	-2%	-4%	7%	1%	-8%	-5%	-25	1%
CCCN1C2CCCC1CC(NC(=O)c1ccc(Br)cc1)C2 (centres undefined)	-1%	0%	11%	-8%	x	-17%	-1%	2%	1%	5	-2%
Cc1cc(C)c(S(=O)(=O)Nc2c(C)[nH]c(=O)[nH]c2=O)c(C)c1	-4%	1%	-16%	u	x	-2%	-5%	-2%	-9%	-3	0%
CCOc1cccc2c1OC1(C)CC2NC(=O)N1c1cccc(C(=O)NCc2ccccn2)c1 (centres undefined)	-1%	2%	-12%	-16%	-2%	1%	-4%	0%	5%	12	4%
CCN(C(=S)Nc1ccc(Oc2ccccc2)cc1)c1ccccc1	0%	10%	-3%	10%	-2%[46.1 µM]	3%	0%	0%	-5%	-2	7%
O=C(COC(=O)COc1ccccc1)Nc1ncc(Cl)cc1Cl	5%	0%	-13%	u	-8%	13%	6%	x	-2%	-5	4%
CCOc1ccc(NC(=O)CCN2CCN(S(=O)(=O)c3cc(Cl)ccc3OC)CC2)cc1	-5%	-1%	16%	-26%	0%	-4%	-7%	0%	1%	-1	0%
CCc1cccc(NC(=O)CCCSc2nc3ccccc3[nH]2)c1	0%	-9%	10%	u	-7%[46.1 µM]	4%	u	4%	-6%	-5	4%
CCN(CC)C(=O)c1nc[nH]c1C(=O)N(C)Cc1ccccc1	x	0%	-3%	19%	2%	6%	6%	-7%	-7%	10	6%
CCCCC(=O)N1CC(=O)Nc2ccc(F)cc2C1c1ccccc1 (centres undefined)	-4%	8%	21%	-11%	4%	30%	6%	1%	-3%	17	-1%
COc1ccc(NCc2n[nH]c(=O)c3ccccc23)cc1	-6%	9%	1%	u	-35%	1%	u	-7%	-12%	-7	-1%
Cc1nc2c3ccccc3nc(NNC(=O)CCC(=O)NCCN3CCN(c4ccccc4F)CC3)n2n1	-6%	-4%	33%	4%	-4%	4%	15%	2%	-8%	2	4%
COc1ccc(OC)c(S(=O)(=O)N(C)CC(=O)Nc2ccccc2OC)c1	0%	x	1%	x	-1%	x	x	0%	x	x	5%
O=C(NCCc1ccccc1)c1ccc(S(=O)(=O)N2CCCC2)cc1	2%	-1%	20%	u	13%	12%	4%	1%	7%	23	5%
COc1cc(OC)cc(C(=O)N[C@H](C(=O)NCc2cccs2)C(C)C)c1	-1%	-2%	8%	-19%	9%	-3%	6%	-1%	0%	-3	5%
Cc1onc(-c2c(F)cccc2Cl)c1C(=O)NC1CCSC1=O (centres undefined)	-5%	-3%	-22%	2%	-1%	2%	2%	2%	3%	31	-1%
CN(C)c1ccc(/C=N/NC(=O)c2ccc(Cl)cc2)cc1	-8%	-6%	-6%	7%	-4%	3%	u	-2%	0%	-5	41%[activator]
Cc1ccc(C(=O)CCC(=O)OCC(=O)Nc2nnc(-c3ccccc3)o2)cc1	-3%	0%	28%	4%	-1%	7%	-1%	4%	-6%	-7	x
CCN(CC(=O)NCc1cccs1)C(=O)CCC(=O)c1ccc(C)cc1	0%	0%	1%	20%	-10%	-1%	7%	0%	2%	-1	-1%
CCCCCCCNC(=O)C1(CC2CC(c3ccccc3)=NO2)CCN(C(=O)c2ccccc2)CC1 (centres undefined)	-1%	-5%	-23%	u	6%	-9%	u	u	-10%	0	-14%

Reprinted at random: two entries already listed, in no set order.
SMILES	PTAP TSG101 blk	Tb PFK block	Integrin act MD	ELG1 DNA repair	TCR activator	AT treatment	Chronic BCR inh	Mito fusion yeast	Eya2 phos inh	TSHR antag	S-ASM inh
CN1CCN(C(=O)CN(C2CCCCC2)S(=O)(=O)c2ccc(Br)cc2)CC1	-1%	1%	0%	-2%	-4%	7%	1%	-8%	-5%	-25	1%
COc1cc(C(=O)OCC(=O)NC(N)=O)cc(CN2C(=O)c3ccccc3C2=O)c1OC	-1%	1%	17%	-12%	4%	16%	1%	1%	10%	2	0%

Screening data from PubChem BioAssay.
